NOD2 RIPK2 PPI: NOD2-RIPK2 binding disruptors in cells, primary screen, fluorescence, CHO cells, BLA complementation; CCF4 ratio; hit rate 0.38% among 360,000; Receptor-interacting serine/threonine-protein kinase 2 (Homo sapiens), O43353; inhibition, % at 4.98 µM; in the data active = inhibition above about 21%;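 also: 0% = vehicle only and 100% = reference blocker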
SRC2 inh: inhibition of GAL4-SRC2 driven luciferase reporter, primary screen, SRC2 inhibitor project, cell-based, luminescence. HEK293 GAL4-SRC2 luciferase reporter. hit rate 0.17% among 370,000. inhibition, % at 9 µM. AID 651957, 2012. Nuclear receptor coactivator 2 (Homo sapiens), Q15596;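 active = inhibition above the mean inhibition of all tested compounds plus 3 SD, set per campaign, cut at about 52% in these data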;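 also: 0% = DMSO treated cells and 100% = cells given Gossypol at 36 µM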
TLR9-MyD88 block: inhibitors of TLR9-MyD88 association in cells, primary screen, cell-based, CHO, BLA complementation, fluorescence; CCF4 FRET ratio; inhibition, % at 4.98 µM; hit rate 0.21% among 340,000; AID 504734, 2011;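 active = inhibition above the mean over all tested compounds plus 3 SD, cut at about 21% in these data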;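 also: 0% = DMSO only wells and 100% = clavulanate BLA inhibitor control wells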
TWEAK Fn14 block: inhibitors of TWEAK-Fn14 signaling, primary screen, luciferase reporter cells, uHTS. hit rate 2% among 360,000. TWEAK-stimulated Fn14 reporter cells, luciferase luminescence, 8 h. inhibition, % at 10 µM; in the data active = inhibition above about 50%
ABHD5 PLIN5 PPI: ABHD5-PLIN5 interaction inhibitors, primary screen, cell lysate, split luciferase complementation, luminescence. AID 602281, 2012. hit rate 0.78% among 360,000. Split G. princeps luciferase complementation, 4 h. inhibition, % at 4 µM. Perilipin-5 (Homo sapiens) + 1-acylglycerol-3-phosphate O-acyltransferase ABHD5 (Homo …;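 active = inhibition above the mean inhibition across every tested compound plus 3 SD, cut at about 22% in these data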;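 also: 0% = DMSO only wells and the 100% control is not disclosed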
SRC3 inh: SRC3 coactivator transcriptional activity inhibitors, primary screen, cell-based, luminescence. hit rate 0.17% among 360,000. HEK293 GAL4-SRC3 luciferase reporter. inhibition, % at 3.6 µM;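 active = inhibition above a per-campaign cutoff, the mean of all compounds plus 3 SD, cut at about 60% in these data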;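 also: 0% = DMSO-treated cells and 100% = gossypol-treated cells at 36 µM; higher means less SRC3-driven luciferase light from the GAL4 reporter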
Exocytosis inh: LAMP-1 surface exposure blockers, TALL-104 cells – cell-based, flow cytometry, MLPCN library, primary screen | TALL-104 LAMP-1 surface exposure; cells stimulated with thapsigargin and PMA | inhibition, % at 10 µM | hit rate 0.66% among 360,000 | AID 651702, 2012;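 active = inhibition above about 55%, limit read from the data; inconclusive = no clear call, values can overlap the other calls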
NR2F2 inh: NR2F2 transcriptional activity inhibitors, primary screen, cell-based, luciferase reporter, HEK293T, luminescence; hit rate 0.7% among 370,000; COUP transcription factor 2 (Homo sapiens), P24468; inhibition, % at 8.6 µM; AID 686940, 2013; HEK293T NGFI-A luciferase reporter;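 active = inhibition above a per-plate cutoff, mean inhibition of test wells between control levels plus 3 SD, cut at about 38% in these data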;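 also: cells cotransfected with COUP-TFII expression vector driving the NGFI-A reporter; 0% = median of COUP-TF2 test wells and 100% = reporter-only cells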
NR5A2 inv ag: LRH-1 (NR5A2) inverse agonists, primary screen, cell-based, luminescence, HEK293T, StAR-luciferase reporter; LRH-1 transfected, 24 h; Nuclear receptor subfamily 5 group A member 2 (Homo sapiens), O00482; inhibition, % at 3.6 µM; hit rate 0.13% among 360,000;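 active = inhibition above the mean inhibition of all tested compounds plus 3 SD, cut at about 73% in these data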;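 also: 0% = DMSO wells and 100% = reporter-only cells lacking LRH-1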
TROY NFkB inh: inhibitors of TROY-driven NF-kB signaling, primary screen, Q293 LMP1-TROYcd cells, NF-kB luciferase, uHTS; hit rate 0.98% among 360,000; Q293 LMP1-TROYcd NF-kB luciferase reporter, 4 h; AID 1347056, 2019; inhibition, % at 10 µM;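 active = compounds whose plate-normalised and pattern-corrected inhibition of the luciferase reporter signal at the single screening dose is 50% or more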
NCOA1 inh: SRC1 coactivator transcriptional activity inhibitors, primary screen, cell-based, luminescence; inhibition, % at 3.6 µM; Nuclear receptor coactivator 1 (Homo sapiens), Q15788; AID 588354, 2011; hit rate 0.12% among 360,000; HEK293 GAL4-SRC1 luciferase reporter;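 active = inhibition above the campaign mean plus 3 SD, with each screening campaign given its own cutoff, cut at about 60% in these data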;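 also: 0% = DMSO treated cells and 100% = gossypol at 36 µM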
Numbers without * were called inactive; ? = inconclusive; · = not tested or not shown. A portion of the library; the hit share may differ from the screen's.

Under each structure – NOD2 RIPK2 PPI | SRC2 inh | TLR9-MyD88 block | TWEAK Fn14 block | ABHD5 PLIN5 PPI | SRC3 inh | Exocytosis inh | NR2F2 inh | NR5A2 inv ag | TROY NFkB inh | NCOA1 inh
> C[N+](C)(C)CCNC(=O)c1cc[n+](Cc2ccccc2)c(/C=N/O)c1
  8.0 | -25.4 | 22.8* | -1.1 | -2.4 | -7.0 | 0.9 | -6.8 | 15.5 | 13.5 | 0.4
> COc1cc(C(=O)N2CCN(C)CC2)cc(OC)c1OC
  -8.3 | -2.0 | 8.2 | 6.6 | 6.5 | -9.3 | 2.0 | 0.2 | -2.5 | 11.7 | -23.7
> COc1cccc(C(=O)c2cc3ccc(O)cc3oc2=O)c1
  -13.1 | -21.6 | -6.6 | 2.9 | 0.0 | -35.0 | -0.4 | -4.7 | -14.9 | -22.4 | -27.4
> O=C(N/N=C/c1ccc(Cl)cc1)c1cc(-c2cccnc2)nc2ccccc12
  7.0 | 9.4 | -8.9 | -17.6 | 2.6 | -11.3 | -4.0 | 6.9 | 6.5 | 17.6 | -13.2
> COc1cc(CNc2ccc3[nH]c(=O)[nH]c3c2)cc(Br)c1OCc1ccc(F)cc1
  -6.7 | 40.7 | -6.1 | 43.9 | -2.1 | 9.8 | -13.9 | 28.8 | 15.0 | -0.9 | 5.2
> CC(C)N=C(NS(=O)(=O)c1ccccc1)C(Cl)(Cl)Cl
  0.2 | 34.7 | 6.3 | 101.1* | 0.1 | 22.4 | 1.4 | 14.1 | 4.8 | 76.9* | -4.7
> COC(=O)[C@H]1C[C@@]2(O)CN(S(=O)(=O)c3ccc(C)cc3)C[C@@]2(OC(=O)Nc2c(C)noc2C)C[C@H]1C(=O)OC
  7.6 | -8.9 | -0.1 | -13.2 | -0.3 | 7.9 | 10.6 | -17.0 | -2.3 | -24.1 | -0.5
> NC(=O)c1cc(C(=O)c2ccc(Cl)cc2)c[nH]1
  -0.7 | 10.2 | 10.2 | 11.1 | 0.2 | 17.0 | -1.5 | 13.2 | -35.3 | -15.7 | 14.6
> O=C(CCS(=O)(=O)c1ccccc1)Nc1nccs1
  -0.4 | 4.0 | -1.3 | 1.2 | -7.8 | -6.9 | 14.6 | 9.5 | -6.7 | 0.0 | -19.2
> CCc1noc(C)c1C(=O)NNC(=O)c1ccc(Br)cc1
  -10.8 | -14.5 | 8.4 | -1.2 | 2.0 | 11.1 | -1.3 | 11.0 | -3.4 | 6.7 | -6.2
> CS(=O)(=O)N(CC(=O)NCCSCc1ccccc1)c1ccccc1F
  -12.9 | 5.1 | -0.6 | 28.4 | 2.1 | -6.5 | -2.0 | 5.0 | -7.6 | 12.8 | -14.6
> COc1ccccc1OCC(=O)NNC(=O)c1c(-c2ccccc2Cl)noc1C
  -16.1 | -3.5 | 2.7 | 17.2 | -5.1 | 16.9 | 1.7 | -3.0 | -3.5 | -2.6 | -19.0
> Cn1cncc1C#Cc1ccc2cc(CCCO)oc(=O)c2c1
  -4.3 | -2.4 | -2.5 | -48.1 | 3.9 | -4.8 | -0.3 | -1.0 | -8.0 | -19.4 | -46.3
> COc1ccc(OCC(=O)N2CCN(c3cccc(C(F)(F)F)c3)CC2)cc1
  5.8 | -12.1 | -14.5 | -2.8 | 4.3 | -7.8 | -5.2 | -7.2 | 3.5 | 1.3 | 9.2
> Cc1ccc(NC(=O)CCC(=O)c2ccccc2)cc1
  -3.8 | -10.8 | -3.8 | 3.1 | 0.9 | -6.1 | -3.8 | -8.6 | 27.3 | -32.6 | -2.3
> O=C(COC(=O)c1ncc(Cl)c(Cl)c1Cl)NC(=O)c1ccccc1
  4.6 | -5.2 | -2.8 | -3.4 | 10.8 | -12.1 | -1.2 | 5.6 | 6.2 | -16.8 | -5.0
> CC(NC(=O)CN(c1ccc(Br)cc1)S(C)(=O)=O)c1ccccc1 (stereo not given)
  1.6 | 3.3 | 3.7 | 4.9 | -2.0 | 8.4 | 23.3 | 9.5 | -1.7 | 4.6 | -0.1
> C=CCC[C@H](Cc1ccc(F)cc1)C(=O)OC[C@@H](Cc1c[nH]c2ccccc12)NC(=O)[C@H](CC=C)CC(=O)N(CCO)Cc1ccccc1
  0.7 | -7.5 | 0.9 | 88.5* | -1.4 | 8.6 | 46.0 | 26.1 | 1.2 | 38.0 | -5.6
> CCCC(c1nnnn1CC(=O)OCC)N(Cc1cc2ccc(C)cc2[nH]c1=O)C1CCCC1 (stereo not given)
  -15.9 | -10.8 | -1.2 | -1.5 | 3.9 | 10.8 | ? | -15.8 | 12.0 | 9.9 | -1.7
> Cc1ccc(C(=O)Nc2ccc(C)c(S(=O)(=O)Nc3ccccc3Cl)c2)s1
  -7.8 | 10.8 | -8.8 | 48.4 | -0.6 | 20.3 | 1.8 | 16.6 | 10.6 | 49.3 | 3.6
> O=[N+]([O-])c1cccc(-c2c[n+]3c(n2-c2ccccc2)SCC3)c1
  2.6 | -1.8 | -3.7 | 7.8 | 0.5 | 7.3 | 6.4 | 12.6 | 6.4 | 17.4 | 0.0
> CCOc1cccc(CN2CCCC(CNC(=O)c3cccc(OC)c3OC)C2)c1 (stereo not given)
  7.1 | 8.7 | -13.4 | 2.5 | -6.9 | 8.7 | 2.0 | -17.3 | 19.1 | 6.5 | 13.2
> O=C(COC(=O)c1ccccc1O)NCc1ccco1
  2.5 | 18.2 | -1.6 | 9.7 | 3.3 | -18.9 | -0.4 | 2.5 | -7.6 | -0.7 | -22.3
> CC1=C(C(=O)OCc2ccccc2)C(c2ccccc2OS(=O)(=O)c2ccc([N+](=O)[O-])cc2)NC(=O)N1CCCC(=O)O (stereo not given)
  -3.6 | 2.5 | -7.4 | -14.4 | -0.6 | 16.1 | 35.0 | 0.6 | 11.4 | -9.4 | -1.2
> COCC(=O)N1CCC(Oc2ccc(C(=O)N(C)C(C)c3ccon3)cc2)CC1 (stereo not given)
  -23.6 | 3.1 | -3.8 | 0.0 | 2.7 | 3.7 | -10.6 | -6.1 | -2.6 | -17.2 | 4.0
> O=C(CCCC(=O)Nc1ccc(Br)cc1)N/N=C/c1ccccc1
  1.4 | -21.3 | -1.2 | 5.2 | 1.3 | -1.8 | 5.2 | 17.3 | -10.8 | -3.8 | -32.5
> Cc1nnc(SCC(=O)NC2CCCCC2C)s1 (stereo not given)
  -7.4 | -5.7 | -1.9 | 12.1 | -2.1 | 3.9 | -12.3 | 10.8 | 9.8 | -10.3 | 5.3
> CCc1nc2ccc(C(=O)NCCc3ccccn3)cn2c1N(C)Cc1nccs1
  -15.3 | -32.5 | · | -16.7 | 2.6 | -4.5 | -0.7 | 1.0 | 29.2 | -6.4 | -2.1
> CN=C1S/C(=C\c2cc(C)n(-c3ccccc3F)c2C)C(=O)N1C
  -1.4 | -1.3 | -20.6 | 82.0* | -7.3 | 47.8 | -6.3 | 49.7* | 15.9 | 79.7* | 30.2
> Cc1nn(C)c(Cl)c1CN1CCCC(CO)(Cc2ccccc2)C1 (stereo not given)
  1.2 | -5.0 | 0.7 | -15.8 | 3.1 | 3.3 | -3.1 | 18.2 | -4.8 | -23.1 | -21.5
> CCOC(=O)C1CCN(C(=O)c2cc3cc4cc(OC)ccc4nc3o2)CC1
  -4.6 | -27.3 | -10.4 | -6.4 | 7.4 | -84.4 | -3.8 | -32.7 | -105.8 | -71.7 | -90.1
> CC1Cc2nc(SCC(=O)NCC3CCCO3)n(C)c(=O)c2S1 (stereo not given)
  -8.0 | 20.9 | -2.1 | 4.2 | 5.6 | -22.4 | -1.5 | 15.4 | -3.9 | -2.7 | -10.9
> CN(C)c1ccc(NC(=S)NC(=O)/C=C/c2ccco2)cc1
  3.5 | 10.2 | -4.7 | 8.0 | -7.3 | 5.2 | -2.8 | -31.1 | -7.2 | -5.2 | -11.5
> CCOC(=O)C1CCN(C(=S)NC2CCCC2)CC1
  -8.2 | -3.9 | -2.6 | 0.6 | -6.5 | 15.8 | -2.9 | -1.5 | 2.2 | 9.3 | 4.5
> CC1=CC2(C)NC(=O)C(C)C12 (stereo not given)
  -0.2 | -13.6 | -10.9 | 1.8 | -7.7 | 10.1 | -1.9 | 1.8 | -2.2 | -17.4 | -29.0
> CCCCNc1c(-c2ccc(-c3ccc(C(C)=O)cc3)c(OC)c2)nc2cc(C)ccn12
  11.6 | -10.2 | -2.5 | 8.2 | 5.8 | -45.6 | -2.5 | -11.8 | -81.1 | -52.9 | -42.5
> CCOc1ccc(NC(=O)CN(C)C(=O)CCCNC(=O)c2ccc(Cl)cc2)cc1OCC
  -1.4 | -13.0 | -6.8 | -13.3 | 5.9 | -37.3 | -12.5 | 12.4 | 6.5 | -13.1 | -11.3
> Cc1ccc[n+](CC(=O)Nc2c(Cl)cc(Cl)cc2Cl)c1
  7.7 | -39.9 | 6.8 | -5.2 | 3.4 | 9.4 | 0.5 | 2.5 | -3.3 | 2.3 | -47.8
> O=C(O)C(=Cc1ccncc1)c1cccc2ccccc12
  -3.2 | -1.5 | -3.2 | 0.5 | 0.5 | -12.2 | 0.7 | 27.8 | -11.5 | -11.5 | 0.0
> O=C(c1ccc(Cl)c(S(=O)(=O)N2CCOCC2)c1)N1CCN(c2ccccn2)CC1
  -2.4 | -34.5 | -13.6 | 0.8 | -8.2 | 14.9 | 4.4 | 4.6 | 0.0 | -16.6 | 5.0
> COc1cccc(N2CCN(C(=O)Nc3ccc4c(c3)NC(=O)CO4)CC2)c1
  -6.6 | -16.9 | -1.5 | 8.9 | -0.7 | 14.2 | -1.4 | 0.4 | -20.1 | 5.5 | 4.2
> COC(=O)c1cc(C(=O)NC(C)(C)CC(C)(C)C)cc([N+](=O)[O-])c1
  -11.6 | -0.8 | 3.2 | 23.4 | -5.6 | 11.6 | -1.2 | 4.3 | 1.3 | 8.7 | -6.5

Bioassay records (PubChem BioAssay)
